PMI activator = activators of human PMI, primary screen, biochemical, fluorescence intensity, near-Km mannose 6-phosphate | AID 1214, 2008 | purified human PMI, coupled resazurin fluorescence, 20 min; active compounds read high; 1 = vehicle control, 0 substrate-free wells | activation factor at 20 µM | 0.005% of 190,000 active;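 active = activation factor of 2 or more at 20 µM, relative to plate controls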
Target sequence (P34949 whole entry, looked up): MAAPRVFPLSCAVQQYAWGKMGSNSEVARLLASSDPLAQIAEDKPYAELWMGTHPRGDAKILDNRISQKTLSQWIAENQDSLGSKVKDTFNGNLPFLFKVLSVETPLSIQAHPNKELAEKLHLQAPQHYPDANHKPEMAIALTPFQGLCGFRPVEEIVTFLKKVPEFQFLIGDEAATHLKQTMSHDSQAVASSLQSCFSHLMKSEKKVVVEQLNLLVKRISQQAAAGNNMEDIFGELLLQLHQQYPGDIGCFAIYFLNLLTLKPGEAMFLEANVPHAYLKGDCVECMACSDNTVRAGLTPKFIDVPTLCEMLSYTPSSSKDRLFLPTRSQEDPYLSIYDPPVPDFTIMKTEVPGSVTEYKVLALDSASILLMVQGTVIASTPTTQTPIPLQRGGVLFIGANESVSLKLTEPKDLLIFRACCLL
TNAP inh no acc = human TNAP enzyme inhibitors, primary screen, biochemical, luminescent, no phosphate acceptor, uHTS. Alkaline phosphatase, tissue-nonspecific isozyme (Homo sapiens), P05186. inhibition, % at 20 µM. AID 1012, 2008. purified TNAP, CDP-star luminescence, 30 min. 0.26% of 200,000 active;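 active = tissue-nonspecific alkaline phosphatase inhibition above about 50% at 20 µM in the single-dose screen, limit read from the data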;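 note: 0% = DMSO negative control and 100% = EDTA positive control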
S1P3 antagonist = S1P3 receptor antagonists, primary screen, cell-based. CHO S1P3 NFAT-BLA reporter, FRET fluorescence, antagonist mode. inhibition, % at 4.98 µM. 0.27% of 170,000 active;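 active = inhibition above the plate cutoff, the mean inhibition of test wells on that plate plus 3 SD, cut at about 28% in these data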;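 note: cells challenged with S1P at its EC80 of 0.8 µM; blue over green emission ratio from cleaved BLA substrate after 4 h stimulation; 0% = S1P-stimulated wells and 100% = unstimulated DMSO-only wells; some compounds past the cut are filed as inactive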
Target sequence (Q99500 whole entry, looked up): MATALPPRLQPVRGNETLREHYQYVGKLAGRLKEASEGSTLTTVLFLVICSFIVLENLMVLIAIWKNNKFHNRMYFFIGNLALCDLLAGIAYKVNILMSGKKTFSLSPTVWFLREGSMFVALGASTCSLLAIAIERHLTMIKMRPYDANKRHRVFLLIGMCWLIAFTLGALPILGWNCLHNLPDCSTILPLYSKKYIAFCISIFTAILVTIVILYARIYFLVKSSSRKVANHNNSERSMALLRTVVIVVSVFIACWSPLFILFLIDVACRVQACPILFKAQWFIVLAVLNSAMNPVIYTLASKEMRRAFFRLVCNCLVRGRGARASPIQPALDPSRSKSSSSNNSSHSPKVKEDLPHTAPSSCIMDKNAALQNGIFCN
TNAP inh hiacc = human TNAP enzyme inhibitors, primary screen, biochemical, luminescent, high phosphate acceptor level, uHTS; purified TNAP, CDP-star luminescence, 1 M DEA; inhibition, % at 20 µM; 0.03% of 200,000 active; AID 1135, 2008;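 active = over 50% inhibition of tissue-nonspecific alkaline phosphatase at 20 µM in the single-dose screen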;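 note: plate controls were DMSO wells for no effect and EDTA-quenched wells as full inhibition for full effect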
Lmaj promast = Leishmania major promastigote growth inhibition, primary screen. Leishmania major promastigotes, resazurin fluorescence viability. AID 1063, 2008. inhibition, % at 10 µM. 9% of 200,000 active; in the data active = inhibition above about 50%;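 note: promastigotes grown with compound for 44 hours at 28 °C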
DTT redox prof = compounds producing H2O2 with reducing agent – biochemical, NIH compound library profiling, artefact control for MLSCN library redox annotation, primary screen; 0.03% of 200,000 active; DTT-dependent redox cycling H2O2, phenol red/HRP absorbance; 100% = 100 µM peroxide control, 0% = buffer; activation, % at 10 µM;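 active = activation of at least 50% relative to the plate's high and low controls in the primary single-dose screen; inactive = activation below 50%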;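 note: compound incubated with DTT at 0.8 mM final as the reducing agent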
RAM network inh = inhibitors of the yeast RAM network, primary screen, dse1pr::URA3 reporter, 5-FOA selection; S. cerevisiae dse1pr::URA3 reporter, 5-FOA growth OD615, 2 d; analog-sensitive cbk1-as2 kinase mutant strain; inhibition, % at 50 µM; 1.8% of 190,000 active;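 active = inhibition above a set limit, 3 SD over mean compound inhibition, cut at about 8.4% in these data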;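 note: 0% = DMSO-only wells with no growth and 100% = 10 µM 1-NA-PP1 full growth; inhibition rescues growth on 5-FOA so higher OD means more RAM inhibition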
Hsp70 activator = Hsp70 transcriptional activators, primary screen, cell-based, HeLa, Hsp70 promoter luciferase, luminescence, 10 µM; HeLa Hsp70 promoter luciferase reporter; scaled: vehicle 0, proteasome-inhibitor control 100%; activation, % at 10 µM; 0.04% of 200,000 active;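 active = activation above the mean across all tested compounds plus 3 SD, cutoff set per campaign, cut at about 5.5% in these data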;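 note: 100% = MG132 at 30 µM as the positive control and 0% = DMSO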
Efa HMGR inh = inhibitors of E. faecalis class II HMGR, primary screen, biochemical, Enterococcus faecalis. 0.41% of 190,000 active. purified E. faecalis HMGR, NADPH absorbance 340 nm kinetic. HMG-CoA reductase (Enterococcus faecalis, mvaE). inhibition, % at 10 µM;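 active = inhibition above a set limit, the median over all tested compounds plus 3 SD, cut at about 9.5% in these data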;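 note: enzyme runs in reverse so mevalonate oxidation gives rising NADPH absorbance; 0% = complete reaction with DMSO and 100% = background rate lacking mevalonate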
PMI act hi M6P = human PMI activators, high substrate, primary screen, biochemical, fluorescence intensity, near-saturating mannose 6-phosphate; Mannose-6-phosphate isomerase (Homo sapiens), P34949; coupled PMI enzyme assay, resazurin fluorescence, 20 min; active compounds read high; 1 = untreated enzyme, 0 = substrate-free blank; AID 1216, 2008; 0.34% of 190,000 active; activation factor at 20 µM;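 active = activation factor of 2 or more at 20 µM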
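Test system – human PMI in coupled enzyme assay · Timing – 20 min incubation at room temperature · Detection – Diaphorase-driven resazurin-to-resorufin fluorescence, excitation 544, emission 590 nm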
Active calls of the source: *; . = no result given.

SMILES	PMI activator	TNAP inh no acc	S1P3 antagonist	TNAP inh hiacc	Lmaj promast	DTT redox prof	RAM network inh	Hsp70 activator	Efa HMGR inh	PMI act hi M6P
COc1ccc(C(CC(=O)NCCCN2CCOCC2)NS(=O)(=O)c2ccc(C)cc2)cc1 (stereo unspecified)	1	-13	4	-5	-6	-3.3	0.3	0.4	2	1.1
Cc1nc2ccccn2c1-c1csc(NCc2ccco2)n1	0.8	-10	23	-1	10	0.4	0.5	-0.4	4	0.9
O=C(CCc1ccc(S(=O)(=O)N2CCOCC2)cc1)OCc1nc2ccccc2s1	1	-4	20	-3	-3	-0.7	-0.3	-0.1	-5	1
Cc1cc(=O)n(C)c2ccccc12	1	-3	-14	1	5	0.5	-0.2	-0.5	-3	1.1
COc1ccc(NC(=O)c2ccc3c(=O)n(-c4ccc(OC)cc4OC)c(=S)[nH]c3c2)cc1	1	-7	-5	-1	34	-1.2	5.7	-0.1	6	1
Cn1cc(CC(=O)NCCCN2CCOCC2)c2ccccc21	1.1	2	-7	-2	-5	-1.7	0.7	-0.2	-2	1
CCN1CCc2c(OCC(=O)Nc3cccc(C)c3C)cccc2C1=O	1	-4	-14	-6	-3	-2.6	0.3	-0.3	-3	0.9
O=C(Cn1cnc2ccccc2c1=O)NCC(=O)N1CCN(c2ccccn2)CC1	0.9	-15	22	-8	-4	-2.6	0.9	-0.1	-3	1
CCOC(=O)CSCc1cn2cc(Cl)ccc2n1	1	-7	.	0	4	-1.4	0.5	-0.5	-3	1
O=C(CC12CC3CC(CC(C3)C1)C2)NCc1ccco1	1	-8	-6	-3	-4	-0.1	-0.7	-0.3	0	0.9
CCN(CC)C(=O)COc1ccc2oc(C)c(C(=O)OC)c2c1	1	-12	-8	-4	-1	1.0	-0.5	-0.1	-5	0.9
S=C(NCCCN1CCOCC1)NC1CC1	0.9	7	-6	1	-8	-1.2	0.3	-0.2	0	0.9
CCCCCCC1C(C#N)=C(N)OC2=C1C(=O)CCC2 (stereo unspecified)	0.9	-1	-26	2	-5	-1.2	2.0	-0.1	-10	0.9
Cn1cc(C(=O)c2cccc(Cl)c2Cl)cc1C#N	1	-3	-21	-4	4	0.2	0.1	0.0	0	1
CCCCN1CN(Cc2ccco2)CNC1=S	1	-20	-3	0	-7	-0.6	1.2	-0.2	-3	1.1
O=C(NCc1ccccc1Cl)C1CCCN(S(=O)(=O)c2cccc3nsnc23)C1 (stereo unspecified)	0.9	-18	.	-2	1	0.1	1.2	-0.2	2	0.9
CC(c1ccco1)N(C(=O)c1ccccc1NS(=O)(=O)c1ccc(Cl)cc1)c1ccccn1 (stereo unspecified)	1.1	-2	0	2	-1	0.4	1.1	-0.4	1	1.1
C#CCOc1nc(Nc2cccc([N+](=O)[O-])c2)nc(OCC#C)n1	0.9	-12	8	-7	27	-0.7	1.4	0.0	2	0.9
CCOC(=O)c1ccc(NCC(O)COc2ccccc2)cc1 (stereo unspecified)	1	-3	.	2	2	0.1	-1.9	-0.2	-3	1
O=S(=O)(CCc1nnc(-c2ccc(Br)cc2)o1)c1ccc(Cl)cc1	1	-10	.	-10	-6	0.8	1.5	0.1	-4	1
Cn1ncc(C#N)c1NC(=O)C1CC(c2c(F)cccc2Cl)=NO1 (stereo unspecified)	1	2	1	3	-5	-3.1	2.2	-0.1	-1	1
CC(C)(Oc1ccc(Cl)cc1)C(=O)Nc1ccncc1	1	-12	.	-5	10	-3.7	0.4	-0.2	-3	1
O=C1CCCC(O)=C1N=Nc1ccc2ncsc2c1	0.8	11	7	16	-1	-0.6	1.5	-0.3	-1	0.7
O=C1C2C3CCCC3=C3CCCC3C2C(=O)N1c1ccc(Cl)cc1 (stereo unspecified)	0.9	-10	-22	-3	-3	2.8	.	-0.6	.	1
Nc1nn(S(=O)(=O)c2ccccc2)cc1-c1cccc([N+](=O)[O-])c1	1.2	2	10	0	3	-1.1	3.0	-0.3	-1	1.1
Cc1c(Cl)c([N+](=O)[O-])nn1CCCC(=O)Nc1cccc(O)c1	0.9	-6	-8	-5	6	-0.1	2.6	0.1	-1	0.7
CCOc1ccc(C2=NNC(c3cccnc3)=Nc3ccc(OC)cc32)cc1	1.4	-10	-9	-2	15	-0.8	2.6	-0.3	0	1.5
CC(Sc1ccc(Cl)cc1)C(=O)NCC1CCCO1 (stereo unspecified)	1	-16	.	-5	-4	0.4	0.9	0.0	-1	1.1
COc1ccc(N2CCN(C(=O)c3ccc(Cl)c(S(=O)(=O)N4CCCC4)c3)CC2)cc1	1	4	-1	-2	4	0.1	1.0	-0.5	-3	1
Cc1ccc(/C=C(\C#N)C(=O)Nc2ccccn2)o1	1	-12	7	-7	3	-0.2	-1.7	0.2	-1	0.9
Cc1cccc(NCC(=O)NNC(=S)Nc2ccccc2)c1	1	-144	-42	-4	-5	-0.4	0.3	-0.3	-5	1
CC(Oc1cc(Cl)ccc1Cl)C(=O)N/N=C\c1ccnn1C (stereo unspecified)	1	-5	-3	-2	-6	-0.2	0.6	-0.3	-7	1
Cc1cc(NS(=O)(=O)c2ccc(NC(=O)c3ccc(Br)o3)cc2)nc(C)n1	1.2	-13	-22	-3	-2	-0.6	0.1	-0.2	5	1.1
COC(=O)C(CSCc1ccccc1)NC(=O)CSc1nc(C)cc(=O)[nH]1 (stereo unspecified)	1	0	-2	-4	-3	0.4	0.8	0.1	0	1.1
CCC(C)(C)C1CCc2c(sc(N)c2C(N)=O)C1 (stereo unspecified)	1	-26	38*	-1	4	0.1	-0.4	-0.2	-4	1.2
CCC(=O)Nc1nc2ccc(NC(C)=O)cc2s1	1	-10	-10	-3	2	4.2	0.6	-0.1	0	1
Cc1ccc(Nc2cc(C(=O)NCCCN3CCOCC3)c3ccccc3n2)c(C)c1	1	-12	8	-2	5	1.0	1.9	-0.4	-3	1
CCNC(=O)COC(=O)c1cc(=O)[nH]c2ccccc12	1	-11	.	-4	-7	1.5	-0.3	-0.5	-4	1
CCC(C)(C)NC(=O)C(c1ccc(F)cc1)N(Cc1ccc(OC)cc1)C(=O)c1cnccn1 (stereo unspecified)	1	-5	-3	-1	35	-1.1	4.0	-0.1	1	1
Cc1ccccc1OCc1nnc(SCC(=O)Nc2ccc3c(c2)OCO3)n1C	0.9	-12	-42	-7	11	-0.4	0.9	0.0	-1	0.9
O=S(=O)(Nc1nc2ccc(S(=O)(=O)N3CCCCC3)cc2s1)c1ccccc1	1.1	-3	.	-2	-6	-4.0	4.3	-0.2	-4	1.3
Cc1nnc2ccc(-c3ccc(NC(=O)c4ccc(Cl)nc4)cc3)nn12	1	-10	-12	-5	-5	0.2	0.0	0.7	-2	0.9
O=C(COc1ccc(/C=N/NC(=O)C(=O)N2CCCCCC2)cc1)Nc1ccccc1Cl	0.9	-13	-17	-3	-3	0.0	-1.4	-0.3	-3	1.1
CCOc1cccc(=O)c2c(C)n(CC(=O)c3ccccc3)c(C)c12	1.2	-5	7	-3	-2	-0.3	2.2	-0.1	-4	0.8
Cc1sc2ncnc(NCC3(N4CCOCC4)CCCCC3)c2c1C	1	-11	.	-7	3	1.8	0.3	-0.1	2	1
C/C(=N\NC(=O)c1nn(C)c(C)c1Br)c1ccc(NC(=O)c2ccccc2F)cc1	1	0	3	-1	-5	-0.1	2.5	-0.2	-2	0.9
Cc1ccc(S(=O)(=O)N(C)CCCC(=O)Nc2cc(C)ccc2C)cc1	0.9	-10	-16	-3	-2	-0.4	3.7	-0.2	0	1
COC(=O)c1ccc(OC)c(CSc2nnc(-c3ccc(C(C)(C)C)cc3)o2)c1	0.9	-7	.	-3	-1	1.0	14*	-0.2	-5	0.9
c1ccc(CNc2nc(-c3cccs3)nc3ccccc23)cc1	0.9	6	-7	1	99*	0.5	1.6	0.3	-2	1

11 entries out of the list, ordered by molar mass, falling:
SMILES	PMI activator	TNAP inh no acc	S1P3 antagonist	TNAP inh hiacc	Lmaj promast	DTT redox prof	RAM network inh	Hsp70 activator	Efa HMGR inh	PMI act hi M6P
CC(c1ccco1)N(C(=O)c1ccccc1NS(=O)(=O)c1ccc(Cl)cc1)c1ccccn1 (stereo unspecified)	1.1	-2	0	2	-1	0.4	1.1	-0.4	1	1.1
CCC(C)(C)NC(=O)C(c1ccc(F)cc1)N(Cc1ccc(OC)cc1)C(=O)c1cnccn1 (stereo unspecified)	1	-5	-3	-1	35	-1.1	4.0	-0.1	1	1
COc1ccc(NC(=O)c2ccc3c(=O)n(-c4ccc(OC)cc4OC)c(=S)[nH]c3c2)cc1	1	-7	-5	-1	34	-1.2	5.7	-0.1	6	1
Cc1ccccc1OCc1nnc(SCC(=O)Nc2ccc3c(c2)OCO3)n1C	0.9	-12	-42	-7	11	-0.4	0.9	0.0	-1	0.9
Cc1ccc(S(=O)(=O)N(C)CCCC(=O)Nc2cc(C)ccc2C)cc1	0.9	-10	-16	-3	-2	-0.4	3.7	-0.2	0	1
Cc1sc2ncnc(NCC3(N4CCOCC4)CCCCC3)c2c1C	1	-11	.	-7	3	1.8	0.3	-0.1	2	1
Cn1ncc(C#N)c1NC(=O)C1CC(c2c(F)cccc2Cl)=NO1 (stereo unspecified)	1	2	1	3	-5	-3.1	2.2	-0.1	-1	1
CC(Sc1ccc(Cl)cc1)C(=O)NCC1CCCO1 (stereo unspecified)	1	-16	.	-5	-4	0.4	0.9	0.0	-1	1.1
CCCCCCC1C(C#N)=C(N)OC2=C1C(=O)CCC2 (stereo unspecified)	0.9	-1	-26	2	-5	-1.2	2.0	-0.1	-10	0.9
CCC(C)(C)C1CCc2c(sc(N)c2C(N)=O)C1 (stereo unspecified)	1	-26	38*	-1	4	0.1	-0.4	-0.2	-4	1.2
CCCCN1CN(Cc2ccco2)CNC1=S	1	-20	-3	0	-7	-0.6	1.2	-0.2	-3	1.1
